PRMT1 inh: PRMT1 (human) inhibition, primary screen | recombinant PRMT1, activity-based probe fluorescence polarization | inhibition, % at 2.79 µM | 1.3% of 370,000 active | AID 652257;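 active means inhibition above about 21% made by adding two undisclosed values, limit read from the data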
SIAE inh: human SIAE inhibition, primary screen. SIAE FP-Rh probe binding, fluorescence polarization. 0.69% of 370,000 active. inhibition, % at 9.66 µM. AID 1053197;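 active means inhibition above a cutoff: mean of compounds within the control limits plus 3 SD of those, cut at about 17% in these data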;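 further: 0% = plate median of compound wells and 100% = probe without SIAE protein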
PG9 binder: small molecules binding HIV-1 gp120 antibody PG9. TR-FRET gp120-PG9 antibody binding. 0.43% of 360,000 active. AID 624416. inhibition, % at 6.7 µM; in the data active means inhibition above about 8.5%
DDE Tn7 FP inh: disrupts Tn7 cyclic peptide binding to fibrin D-Dimer-E complex; FP displacement of FITC-Tn7 peptide from fibrin DD(E); 0% = median of compound wells per plate; inhibition, % at 8.3 µM; 0.13% of 370,000 active; AID 720508;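 active means inhibition above the mean of compounds falling within the control limits plus 3 SD of them, cut at about 14% in these data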;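 further: 0% = plate median of compound wells and 100% = 10 µM Aha-Tn7 peptide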
Target sequence (P02675 whole entry, looked up): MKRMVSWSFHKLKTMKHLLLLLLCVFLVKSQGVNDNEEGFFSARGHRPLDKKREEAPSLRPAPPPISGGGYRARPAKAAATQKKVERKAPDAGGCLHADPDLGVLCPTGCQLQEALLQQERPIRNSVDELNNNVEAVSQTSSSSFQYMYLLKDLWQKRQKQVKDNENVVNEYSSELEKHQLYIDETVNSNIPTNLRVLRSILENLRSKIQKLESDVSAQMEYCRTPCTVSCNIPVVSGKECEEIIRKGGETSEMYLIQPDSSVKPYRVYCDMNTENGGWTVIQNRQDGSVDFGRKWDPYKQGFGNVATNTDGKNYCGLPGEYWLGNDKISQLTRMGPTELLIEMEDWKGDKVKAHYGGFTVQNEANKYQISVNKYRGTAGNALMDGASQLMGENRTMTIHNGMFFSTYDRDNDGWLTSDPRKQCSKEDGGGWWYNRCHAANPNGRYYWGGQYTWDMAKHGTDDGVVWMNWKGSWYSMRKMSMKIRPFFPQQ
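system = human fibrin DD(E) protein | quantity = DD(E) 2 µM final | medium = Tris/NaCl/CaCl2 buffer, pH 7.8 | also added = labelled Tn7 tracer, 0.1 µM | compound dosing = single point at 8.3 µM | timing = compound with protein 10 min, then 3 h after probe, room temperature | signal = FP measurement | benchmarks = Aha-Tn7 high control | repeats = one replicate per compound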
UHRF1 MBD2 ctr: blocks human UHRF1 binding to methylated DNA; Q96T88; 0.75% of 370,000 active; UHRF1 binding to methylated oligo, TR-FRET; inhibition, % at 4.4 µM; AID 687016; in the data active means inhibition above about 21%;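 further: UHRF1 SRA domain binding a hemimethylated CpG hairpin DNA probe; 0% = median of test compound wells and 100% = reference inhibitor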
ABHD4 inh: inhibitors of mouse ABHD4; Q8VD66; purified mABHD4, FP-Rh probe fluorescence polarization; inhibition, % at 8.92 µM; 0.54% of 370,000 active; AID 720543;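 active means inhibition exceeding the mean over every tested compound plus 3 SD, cut at about 30% in these data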;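 further: 0% = plate median of compound wells and 100% = S159A mutant with DMSO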
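Test system: mouse ABHD4 enzyme, wild type. Reagent: FP-Rh fluorescent activity-based probe, added after compound pre-incubation. Timing: pre-incubation 45 min, probe exposure 60 min, at 25 °C. Technique: FP readout, ex 525 nm / em 598 nm. Benchmarks: high control S159A mutant with DMSO, low control median of compound wells.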
LEDGF integ inh: blocks HIV-1 LEDGF/p75-dependent DNA integration. inhibition, % at 3.7 µM. TR-FRET IN-LEDGF/p75 DNA integration, Eu/Cy5. 0.64% of 370,000 active;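 active means inhibition above the screen-wide mean plus 3 SD, cut at about 13% in these data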;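 further: signal is the Cy5 over europium emission ratio at 671 and 618 nm; 0% = plate median of compound wells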
TCR-CD3 inh: human TCR-CD3 binding inhibition. inhibition, % at 9.4 µM. AID 651800. 0.37% of 360,000 active. TAMRA-labeled TCR probe fluorescence, biochemical; in the data active means inhibition above about 19%;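 further: recombinant mutant TCR 2C K166C tagged with TAMRA read by polarization; 0% = receptor in buffer alone and 100% = receptor with positive control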
TDP2 absorb: TDP2 (human) inhibition, absorbance primary screen | inhibition, % at 12.8 µM | O95551 | recombinant TDP2, T5PNP hydrolysis, p-nitrophenol absorbance 415 nm | AID 720702 | 0.34% of 370,000 active;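 active means inhibition above the mean of all tested compounds plus 3 SD, set per campaign, cut at about 25% in these data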;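 further: 0% = DMSO with enzyme and 100% = buffer with substrate but no TDP2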
Target sequence (O95551 whole entry, looked up): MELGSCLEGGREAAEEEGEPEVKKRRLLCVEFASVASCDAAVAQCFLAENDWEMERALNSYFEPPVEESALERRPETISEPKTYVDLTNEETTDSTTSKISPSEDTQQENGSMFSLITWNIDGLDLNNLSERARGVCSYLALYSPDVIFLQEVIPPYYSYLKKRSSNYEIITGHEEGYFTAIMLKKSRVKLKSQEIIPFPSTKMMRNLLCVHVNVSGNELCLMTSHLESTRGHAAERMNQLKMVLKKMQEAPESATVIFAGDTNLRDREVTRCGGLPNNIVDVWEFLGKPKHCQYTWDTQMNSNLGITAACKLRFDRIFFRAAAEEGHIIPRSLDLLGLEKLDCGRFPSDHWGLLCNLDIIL
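Evaluation: % inhibition relative to enzyme-containing and enzyme-free wells. Material: recombinant human TDP2. Benchmarks: enzyme-free and DMSO wells. Timing: enzyme reaction with compound for 2 h at 37 °C. Compound dosing: 12.8 µM only. Measured by: p-Nitrophenol epi absorbance. Reagent: T5PNP substrate at 5 mM, a TopII-DNA adduct mimic. Replication: single well per compound.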
HTRA1 inh: inhibitors of human serine peptidase HTRA1; Q92743; recombinant HTRA1, FP-rhodamine activity-based probe, fluorescence polarization; inhibition, % at 5.96 µM; 0.5% of 340,000 active; in the data active means inhibition above about 36%;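 further: 0% = enzyme with DMSO and 100% = wells lacking enzyme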
* marks the source's active call; other numbers are inactive results; · = no result given.

Start of the listing, in advance, 5 compounds:
entry | smiles | PRMT1 inh | SIAE inh | PG9 binder | DDE Tn7 FP inh | UHRF1 MBD2 ctr
1 | O=C(COc1ccc(Cl)cc1Cl)NCCCCc1ccccc1 | 1 | 1 | -4.0 | -5 | -1
2 | C=CCC1NS(=O)(=O)OC(COC)C1C (stereo not given) | -1 | 1 | 0.3 | -1 | -4
3 | O=C(Nc1ccc2[nH]c(=O)[nH]c2c1)c1ccc(Cl)c(Cl)c1 | -5 | -12 | 2.1 | 8 | 0
4 | Cc1nc(CCNC(=O)Cc2ccc(F)cc2)cs1 | 0 | 8 | -0.1 | -3 | 1
5 | CCCCn1c(N)c(N(C)C(=O)c2cccc(-n3cnnn3)c2)c(=O)[nH]c1=O | -1 | 4 | -0.5 | -1 | 1

entry | ABHD4 inh | LEDGF integ inh | TCR-CD3 inh | TDP2 absorb | HTRA1 inh
1 | -17 | 12 | -7 | -12 | -33
2 | 8 | 2 | 4 | 3 | 1
3 | 1 | 5 | 7 | 2 | ·
4 | 3 | -3 | 7 | -3 | -6
5 | 1 | -3 | 3 | -1 | 5

Results, from the start:
entry | smiles | PRMT1 inh | SIAE inh | PG9 binder | DDE Tn7 FP inh | UHRF1 MBD2 ctr
1 | O=C(COc1ccc(Cl)cc1Cl)NCCCCc1ccccc1 | 1 | 1 | -4.0 | -5 | -1
2 | C=CCC1NS(=O)(=O)OC(COC)C1C (stereo not given) | -1 | 1 | 0.3 | -1 | -4
3 | O=C(Nc1ccc2[nH]c(=O)[nH]c2c1)c1ccc(Cl)c(Cl)c1 | -5 | -12 | 2.1 | 8 | 0
4 | Cc1nc(CCNC(=O)Cc2ccc(F)cc2)cs1 | 0 | 8 | -0.1 | -3 | 1
5 | CCCCn1c(N)c(N(C)C(=O)c2cccc(-n3cnnn3)c2)c(=O)[nH]c1=O | -1 | 4 | -0.5 | -1 | 1
6 | Nc1cc[n+](CC(=O)c2ccc3c(c2)OCCO3)cc1 | -2 | 0 | -2.3 | -6 | 0
7 | Cc1ccc(S(=O)(=O)NNC(=O)c2cccs2)c(C)c1 | 2 | -6 | -2.9 | -2 | 1
8 | O=C(c1cccc(Br)c1)N1CCN(S(=O)(=O)N2CCOCC2)CC1 | 1 | 3 | 1.2 | 1 | -1
9 | O=C1CCCC2=C1C1c3ccccc3C(=O)N1c1ccc(C(=O)c3ccccc3)cc1N2 (stereo not given) | 4 | -28 | 2.5 | 1 | 2
10 | COc1cccc(CC(NC(C)=O)C(=O)NC2CCN(S(=O)(=O)c3ccc(NC(C)=O)cc3)CC2)c1 (stereo not given) | 4 | -11 | 2.8 | -2 | 1

entry | ABHD4 inh | LEDGF integ inh | TCR-CD3 inh | TDP2 absorb | HTRA1 inh
1 | -17 | 12 | -7 | -12 | -33
2 | 8 | 2 | 4 | 3 | 1
3 | 1 | 5 | 7 | 2 | ·
4 | 3 | -3 | 7 | -3 | -6
5 | 1 | -3 | 3 | -1 | 5
6 | -2 | 4 | 1 | 0 | -4
7 | -6 | 1 | 2 | -15 | -1
8 | 4 | -5 | -10 | 9 | 2
9 | -14 | 1 | 0 | -5 | -27
10 | -3 | 2 | -7 | 6 | -11

The list continues:
entry | smiles | PRMT1 inh | SIAE inh | PG9 binder | DDE Tn7 FP inh | UHRF1 MBD2 ctr
11 | O=C(NC1CCCCCC1)c1ccc(CS(=O)(=O)Cc2ccccc2F)o1 | 2 | 6 | -2.2 | -5 | 4
12 | CC1CN(c2nc3ccccc3cc2-c2ccccc2)CC(C)O1 (stereo not given) | -4 | -3 | -2.6 | -2 | 2
13 | Cc1ccc(NC(=O)CN(C)CC(=O)Nc2ccc(N3CCOCC3)cc2)c([N+](=O)[O-])c1 | -2 | 9 | 0.7 | 0 | -5
14 | COc1ccc(CN(C)C(=O)/C=C/c2ccc(S(=O)(=O)N3CCCCCC3)cc2)cc1 | -4 | -4 | -0.1 | -9 | 0
15 | CCC(=O)O[C@]1(C(=O)CCl)[C@@H](C)C[C@H]2[C@@H]3CCC4=CC(=O)C=C[C@]4(C)[C@@]3(F)[C@@H](O)C[C@@]21C | -2 | -3 | -1.3 | -8 | 3
16 | CCCCCSc1nnc2c(n1)OC(c1cccn1C)N(C(C)=O)c1ccccc1-2 (stereo not given) | 2 | 0 | -0.7 | 0 | 0
17 | COc1cc(/C=C2\C(=N)N3N=C(S(C)(=O)=O)SC3=NC2=O)ccc1OC(=O)c1ccco1 | 1 | -10 | -2.2 | 4 | -2
18 | CN(CC(=O)Nc1ccccc1Cl)C(=O)CSc1ncc(C(F)(F)F)cc1Cl | -1 | -6 | -2.5 | 1 | -1
19 | COc1ccc(CN2CCNC(=O)C2CC(=O)N2CCCN(C(C)=O)CC2)cc1OC (stereo not given) | 2 | 3 | -0.6 | 1 | -2
20 | COC(=O)c1sc(NC(=O)CSc2nnc(C(C)C)n2C)nc1C | -1 | 2 | -1.5 | 0 | 0

entry | ABHD4 inh | LEDGF integ inh | TCR-CD3 inh | TDP2 absorb | HTRA1 inh
11 | -4 | -5 | -5 | -12 | 1
12 | 3 | 3 | 8 | 1 | -17
13 | -1 | 0 | -2 | 2 | 4
14 | 1 | -1 | 3 | 1 | -23
15 | 3 | -3 | -15 | -5 | -3
16 | -4 | 1 | 1 | -9 | -11
17 | -1 | 2 | -3 | 18 | 3
18 | -4 | 0 | 3 | 3 | -3
19 | -4 | -2 | -5 | 3 | 9
20 | 5 | -1 | -6 | -1 | 1

(more compounds)
entry | smiles | PRMT1 inh | SIAE inh | PG9 binder | DDE Tn7 FP inh | UHRF1 MBD2 ctr
21 | O=C(c1c(F)cccc1F)N1CCN(c2ccccc2F)CC1 | -2 | -5 | -0.3 | -2 | 4
22 | CCCCNc1ncnc2c1cnn2Cc1ccc(Cl)cc1 | -1 | 0 | -0.9 | -4 | 1
23 | CCN(CC)S(=O)(=O)c1cc(NC(=O)C2CCN(c3ncnc4sc(C)c(C)c34)CC2)ccc1Cl | -1 | -65 | -0.2 | 6 | -2
24 | CCc1nnc(NC(=O)c2ccc(S(=O)(=O)N3CCCCC3)cc2)s1 | -3 | -3 | 3.1 | 0 | -1
25 | CCOc1ccc(C(=O)Nc2ccc3c(c2)OCCO3)cc1 | -2 | -5 | -0.8 | 4 | -4
26 | COc1ccc(CCNC(=O)c2cc([C@@H](NC(=O)OC(C)(C)C)C(C)C)sc2N)cc1OC | 0 | 3 | 0.4 | -4 | -3
27 | O=C(/C=C/c1ccc(Cl)cc1)N1CCN(c2ccccn2)CC1 | -5 | -9 | 1.0 | 4 | -1
28 | Cn1c(SCC(=O)c2ccccc2)ncc(C(=O)Nc2ccccc2)c1=O | 9 | 0 | 0.5 | -6 | 2
29 | O=C(O)c1ccc(-c2nc(-c3ccccc3Cl)cs2)cc1 | 4 | -11 | -1.4 | 5 | -2
30 | CC(=O)Nc1ccc(NC(=O)C2(C)CC2(Cl)Cl)cc1 (stereo not given) | 1 | 2 | 0.3 | 0 | -3

entry | ABHD4 inh | LEDGF integ inh | TCR-CD3 inh | TDP2 absorb | HTRA1 inh
21 | -5 | 11 | -2 | -14 | 3
22 | -6 | -4 | -6 | 5 | -17
23 | -5 | 1 | 3 | 6 | -62
24 | -1 | 4 | 2 | 6 | 6
25 | -5 | -3 | 1 | 15 | -6
26 | -2 | 2 | 1 | -2 | ·
27 | -2 | 1 | -2 | 8 | 4
28 | 2 | 2 | 0 | -4 | -6
29 | -1 | 11 | -1 | 11 | -13
30 | 10 | 1 | 1 | 6 | 6

Other records follow.
entry | smiles | PRMT1 inh | SIAE inh | PG9 binder | DDE Tn7 FP inh | UHRF1 MBD2 ctr
31 | Cc1c(Cc2ccccc2)c(=O)oc2c(C)c(OCC(=O)N[C@@H](Cc3ccccc3)C(=O)O)ccc12 | 3 | 0 | 0.7 | 4 | 2
32 | CCOc1cc(/C=C(\C(=O)O)c2ccc(S(=O)(=O)N3CCCC3)s2)ccc1OC | 2 | 3 | -0.8 | 8 | 1
33 | O=C(CSC1=NCCN1)Nc1cccc(C(F)(F)F)c1 | 52* | -5 | 0.3 | -1 | -1
34 | COc1ccccc1CCC(=O)Nc1ccc(S(=O)(=O)Nc2cc(C)nc(C)n2)cc1 | -7 | 1 | -1.4 | -4 | -3
35 | C[C@H](NC(=O)OC(C)(C)C)c1nnc(SCC(=O)c2ccc(Cl)cc2)o1 | -2 | -2 | -1.8 | -2 | 0
36 | CN(CC(=O)NCCc1ccccc1)S(=O)(=O)c1ccccc1 | 4 | -4 | -1.9 | 5 | 2
37 | CC(C)(O)c1ccc2c(c1)CCC1C(C)(C(=O)O)CCCC21C (stereo not given) | 0 | -3 | -0.3 | 4 | 2
38 | CCOc1cccc(/C=N/Nc2ccc(S(=O)(=O)N(CC)CC)cn2)c1O | -5 | 4 | 0.4 | 5 | -2
39 | C#CCN([C@H](C(=O)OC)C(C)CC)S(=O)(=O)c1ccccc1Br (stereo not given in full) | 2 | -1 | · | 3 | -2
40 | COc1ccc(N(CC(=O)NCc2ccco2)S(=O)(=O)c2ccc(OC)c(OC)c2)cc1 | -2 | 4 | -0.1 | 8 | -1

entry | ABHD4 inh | LEDGF integ inh | TCR-CD3 inh | TDP2 absorb | HTRA1 inh
31 | -14 | -1 | -5 | 3 | -43
32 | 4 | -2 | 1 | 1 | 0
33 | 6 | -2 | -4 | 12 | -2
34 | -4 | 2 | -2 | -3 | 3
35 | -8 | -1 | 6 | -7 | -6
36 | 1 | 3 | -2 | 3 | -4
37 | 1 | 0 | 1 | 0 | 2
38 | 10 | -4 | 2 | 4 | 1
39 | 0 | 2 | · | 2 | ·
40 | 10 | 0 | 3 | 6 | -3

Going on with the list.
entry | smiles | PRMT1 inh | SIAE inh | PG9 binder | DDE Tn7 FP inh | UHRF1 MBD2 ctr
41 | CCOC(=O)c1cccnc1SC(CC)C(=O)N1CCOCC1 (stereo not given) | -1 | 3 | -0.8 | 1 | 0
42 | CCCOc1ccc(-c2nc(N3CCN(C)CC3)c3ccccc3n2)cc1 | 0 | -3 | 0.9 | 7 | -3
43 | O=C1CC(NNc2ccccc2)C(=O)N1c1cccc(Cl)c1 (stereo not given) | 13 | 1 | 0.0 | 1 | 2
44 | Cc1ccc(O)c(C(CC(=O)NCc2ccco2)c2ccccc2)c1 (stereo not given) | -1 | 5 | -0.2 | 0 | 0
45 | CC1CCN(Cc2c(O)ccc3c(=O)c(-c4nc5ccccc5s4)c(N)oc23)CC1 | 2 | -6 | -0.8 | -2 | -3
46 | C=CCNc1nc2c(c(=O)[nH]c(=O)n2C)n1Cc1cccc(C)c1 | -5 | -1 | 0.3 | -5 | 0

entry | ABHD4 inh | LEDGF integ inh | TCR-CD3 inh | TDP2 absorb | HTRA1 inh
41 | -3 | -1 | 5 | 2 | 4
42 | 6 | -1 | -7 | -2 | -24
43 | 0 | 0 | -4 | 1 | -9
44 | 4 | 0 | -1 | -1 | -5
45 | 9 | 0 | 4 | 8 | -5
46 | 3 | 0 | 2 | 1 | 0

From PubChem BioAssay
